Source: PubChem (NCI)
NCI-60 one-dose screen, 48 h, at 10 µM unless noted. Numbers give growth in % (100 = growth as untreated, 0 = no growth, -100 = all killed).
SF-295 – SF-295 CNS cancer cells | 79,000 compounds, 5.6% hits
SNB-19 – SNB-19 CNS cancer cells. 81,000 compounds, 2.5% hits
SNB-75 – SNB-75 CNS cancer; 79,000 compounds, 5% hits
SF-268 – SF-268 CNS cancer cells; 82,000 compounds, 3.1% hits; AID 1794759
SF-539 – SF-539 CNS cancer. 81,000 compounds, 6.8% hits. AID 1794752
PC-3 – PC-3 prostate cancer cells; 80,000 compounds, 3.9% hits
U251 – U251 CNS tumor cells. 80,000 compounds, 5.4% hits. AID 1794753
HCC-2998 – HCC-2998 colon cancer | 79,000 compounds, 4.7% hits
* = called active by the depositor; . = not tested or not shown; & = joins results of further samples; [ ] = remark or other dose. How the source made its calls: active means growth percent below 10; inactive means the rest.

SMILES	SF-295	SNB-19	SNB-75	SF-268	SF-539	PC-3	U251	HCC-2998
COc1ccc(Cc2nccc3c(Cc4c(OC)c(OC)cc5c(Cc6ccc(OC)c(OC)c6)nccc45)c(OC)c(OC)cc23)cc1OC	89	83	89	86	98	90	94	107
O=c1oc2ccccc2cc1-c1csc(N=Nc2c(O)[nH]c3ccc(Br)cc23)n1	39&101	29&96	96&86	51&101	36&99	89&102	40&103	96&102
Cc1cc(C)c(S(=O)(=O)n2cc(C=O)c3ccccc32)c(C)c1	93	93	79	84	100	82	92	93
O=C(Cc1ccccc1)NNc1nc(N2CCOCC2)nc(N2CCN(C(c3ccccc3)c3ccccc3)CC2)n1	97	92	.	89	99	79	87	115
NCc1ccc(S(N)(=O)=O)cc1	109&100&102	117&104&98	100&100&92	119&100&109	60&94&118	101&98&89	116&102&103	111&104
CCOC(=O)C1=C(C)N=C2Sc3cc(OC)ccc3N2C1c1ccccn1 (stereo not drawn)	96	112	94	100	99	74	84	116
COc1ccccc1NC(=O)c1sc2c(=O)[nH]cnc2c1C	100	111	90	106	112	90	104	122
Fc1cc(-c2nnc3n2NC(=Nc2ccc(Cl)cc2)CS3)c(Cl)cc1Cl	82	94	72	92	99	111	95	75
C=CCOC(=O)C1=C(C)NC2=C(C(=O)CCC2)C1c1ccc(OC)cc1 (stereo not drawn)	107	93	95	108	112	94	107	117
Nc1ccccc1C#Cc1ccccc1C#Cc1ccc(OCCCCCCOc2ccc(C#Cc3ccccc3C#Cc3ccccc3N)cc2)cc1	106	112	105	121	98	97	100	96
COc1cc2cc3c(nc2cc1OC)CCN3Cc1ccc(NC(=O)c2ccc(Cl)c(Cl)c2)cc1	87	93	75	112	100	83	86	105
c1ccc(-c2c(-c3ccccc3)[n+](Cc3ccc4ccccc4c3)cn2Cc2ccc3ccccc3c2)cc1	-98*	-66*	-68*	-89*	-88*	-92*	-90*	-93*
Cc1nnc(SCc2nc3sc4c(c3c(=O)[nH]2)CCCC4)[nH]c1=O	114	97	103	109	107	102	100	104
CC(C)=CCc1ccc(O)cc1	114	113	88	103	100	136	101	103
COc1ccc(Cc2nnc3sc(SCC(=O)c4ccc(C)cc4)nn23)cc1	98	105	88	101	96	88	93	101
N#Cc1c(NC(=O)N2CCOCC2)n(-c2ccc(OC(F)(F)F)cc2)c2cc(F)ccc12	88	117	140	114	88	84	99	110
N#Cc1c(Nc2ccccc2)nn2c(-c3ccco3)ccnc12	96	95	98	104	96	97	93	97
CCCCOC(=O)CC(NS(=O)(=O)c1ccc(C)cc1)C(=O)OCCCC (stereo not drawn)	97	109	111	96	110	91	104	115
CN(C)c1ccc(/C=C2\SC(=S)N(Cc3ccco3)C2=O)cc1	90	96	93	108	103	98	106	103
O=C1CCCN1c1nc(-c2ccc(Cl)cc2)c(Br)s1	90	76	.	90	93	95	86	106
COc1cc(C2CC(c3cc(OC)c(OC)c(OC)c3)=NN2C=O)ccc1OCCN(C)C (stereo not drawn)	101	101	71	96	94	84	96	106
CN1CCN(c2cccc3c2C[C@H](CN2CCC[C@H]4CCc5cccnc5[C@H]42)NC3)CC1	54	77	82	72	94	60	61	89
COC(=O)c1nc(N)nc(C(=O)OC)c1C(=O)c1ccccc1	99	101	139	110	102	99	101	107
CC(C)(NC(=O)c1ccccc1[N+](=O)[O-])C(=O)O	103	100	91	100	93	88	105	107
Cc1cc(NS(=O)(=O)c2ccc(Nc3nc(/C=C/c4ccc(Cl)cc4)nc4ccccc34)cc2)no1	88	93	98	96	90	100	88	88
Continued.
SMILES	SF-295	SNB-19	SNB-75	SF-268	SF-539	PC-3	U251	HCC-2998
C=C(CN1CC=CCC1)[C@@H]1CC[C@]2(CO)CC[C@]3(C)[C@H](CC[C@@H]4[C@@]5(C)CC[C@H](O)C(C)(C)[C@@H]5CC[C@]43C)[C@@H]12	102	100	108	101	91	77	88	116
COC(=O)c1cc2oc(/C=C3/N=C(c4ccccc4)OC3=O)cc2n1C	132	108	93	115	104	96	115	97
Cn1cnc2c(cnn2C)c1=O	104	107	106	110	96	95	107	113
COc1ccc2c(c1)c(-c1noc(-c3cn(C)c4ncc(F)cc34)n1)cn2C	63	76	95	80	85	92	77	90
COc1ccc(Cl)cc1Nc1nc(C(F)(F)F)ccc1C(=O)N/N=C/c1ccc(N(C)C)cc1	154	86	89	107	115	97	93	68
c1ccc(C2CCOCO2)cc1 (stereo not drawn)	99	91&104	94&92	96&114	92&101	91&107	106&96	108&107
CC(=O)Nc1ccc2c(c1)Cc1cc(NC(=O)/C=C\C(=O)O)ccc1-2	98	107	81	96	99	95	103	99
CCOC(=O)/C(C#N)=C\c1cccnc1	101	110	88	103	106	94	107	91
COc1ccc2c(c1)CC/C(=C\c1cccnc1Cl)C2=O	105	102	100	96	97	102	100	.
NNC(=O)c1cnc2ccccc2n1	.	107	92	104	109	99	104	111
OC1c2ccccc2-c2ccc(N(Cc3ccc(Br)cc3)Cc3ccc(Br)cc3)cc21 (stereo not drawn)	48	62	66	53	50	48	33	72
CCNc1ncnc2n[nH]nc12	95	96	95	99	101	82	95	106
CCc1c[n+]([O-])c(C)cc1[N+](=O)[O-]	97	.	107	.	101	97	102	91
CCOC(=O)c1c(N2CCCC2)[nH]c(=O)c(C=Nc2ccc(OC)cc2)c1O	105	105	103	109	101	115	103	108
CC1(C)CC(=O)C2=C(C1)N(c1ccc(F)cc1)C(N)=C(C#N)C2c1ccc(Cl)cc1Cl (stereo not drawn)	95	96	84	98	81	94	99	101
Cc1ccc(S(=O)(=O)OC(C)CCC(C)OS(=O)(=O)c2ccc(C)cc2)cc1 (stereo not drawn)	99	99	96	97	102	95	101	101
NC(Cc1cc(I)c(O)c(I)c1)C(=O)O (stereo not drawn)	116&104	112&95	76&92	96&109	106&104	93&94	104&107	128&98
CC(=O)Oc1ccc(C(c2ccc(OC(C)=O)cc2)c2ccccn2)cc1	92	99&104	81&57	99&104	76&100	69&74	96&96	70
O=C(/C=C/c1c(-c2ccc(F)cc2)nc2sccn12)c1cc(F)cc(F)c1	92	95	82	65	83	.	104	164
Cc1cc(C)n(-c2nnc3n2N=C(c2ccccc2)CS3)n1	.	97	.	113	97	87	97	97
CCN1CCN(C(=O)[C@]23CCC(C)(C)C[C@H]2C2=CC[C@@H]4[C@@]5(C)Cc6c([nH]c7ccccc67)C(C)(C)[C@@H]5CC[C@@]4(C)[C@]2(C)CC3)CC1	92	92	87	90	94	75	83	106
Cc1[nH]c(-c2nc3ccccc3[nH]2)c(C)c1C(=O)NCc1ccccc1	107	94	95	102	95	98	103	105
O=c1[nH]cc(I)c(=O)[nH]1	110	.	117	102	100	101	93	104
CS(=O)CC(O)(c1ccc(F)cc1)C1CC1 (stereo not drawn)	109	107	94	100	107	99	104	116
C=CCN(CC=C)CCN(CC=C)CC=C	106	.	91	105	95	96	107	99

Compound profiles (already shown). Screens in order: SF-295	SNB-19	SNB-75	SF-268	SF-539	PC-3	U251	HCC-2998
Cc1cc(C)n(-c2nnc3n2N=C(c2ccccc2)CS3)n1 is entered as .	97	.	113	97	87	97	97
O=C(/C=C/c1c(-c2ccc(F)cc2)nc2sccn12)c1cc(F)cc(F)c1 is entered as 92	95	82	65	83	.	104	164

Additional entries follow.
SMILES	SF-295	SNB-19	SNB-75	SF-268	SF-539	PC-3	U251	HCC-2998
COc1cc(C(=O)/C=C/C23c4ccccc4C(c4ccccc42)C2C(=O)NC(=O)C23)cc(OC)c1OC (stereo not drawn)	62	65	52	62	59	47	43	78
Cc1ccccc1CC(=O)O	130	101	105	111	101	112	103	107
CCCc1c(C)[nH]c2ccccc2c1=O	95	97	128	102	99	82	98	140
CC(=O)c1ccccc1	86	109	122	104	92	91	103	103
Cc1cccc(C2=CCCCC2)c1	100	95	95	105	98	95	97	112
COc1cc(-c2nc(-c3ncccn3)nc(N)c2C#N)cc(OC)c1OC	99	95	85	96	102	96	103	106
Cc1cn(-c2nc3c(c(NCc4ccccc4)n2)COCC3)c2cccc(C(N)=O)c12	36[0.5 µM]	97[0.5 µM]	107[0.5 µM]	77[0.5 µM]	85[0.5 µM]	84[0.5 µM]	94[0.5 µM]	70[0.5 µM]
NCCCNc1nc2c3c(sc2c(=O)[nH]1)CCCC3	101	98	89	105	100	95	93	95
Cc1cccc(/C=C2\CN(C(=O)OC(C)(C)C)C/C(=C\c3cccc(C)c3)C2=O)c1	101	96	75	94	104	89	64	103
COC(=O)C1=Nc2ccc(F)cc2/C1=C\c1sc(=S)n(C(C(=O)O)C(C)CO)c1O (stereo not drawn)	85	73	84	88	87	78	85	109
O=C(Nc1ccccc1Cl)Oc1ccc(Cl)cc1Cl	99	100	.	106	99	101	96	90
CCCCN(CCCC)CC(O)c1ccc2cc(Cl)c3ccccc3c2c1 (stereo not drawn)	67	83	73	84	99	70	85	92
S=C(Nc1ccccc1)Nc1ccccc1Cl	98	99	85	101	94	98	96	.
Cc1ccc(/C=C(/C#N)n2nnc3cccc(F)c32)cc1	16	16	-36*	21	-48*	21	14	-32*
COc1ccc(Br)cc1/C=N\NS(=O)(=O)c1ccc(C)cc1	102	98	96	85	109	95	81	97
CC[C@@H](CO)NCCN[C@@H](CC)CO	105	104	93	107	98	91	101	113
Nc1c(C(=O)Nc2ccccc2)sc2nc(-c3cnccn3)cc(-c3cccs3)c12	97	101	113	110	99	99	108	120
C[C@@H]1C(=O)N(C[C@H](Cc2ccccc2)NC(=O)OCc2ccccc2)[C@]1(Cc1ccccc1)C(=O)OCc1ccccc1	30	57	52	52	65	10	35	71
COc1cc(OC)c2c(=O)c(O)c(-c3ccccc3)oc2c1	98	62	76	66	80	67	47	84
CCOP1(=O)OC(C)CN(C)c2oc(-c3ccc(C)cc3)nc21 (stereo not drawn)	105	110	113	112	103	109	110	104
COc1ccc2c(c1)nnn1c3ncccc3c(Br)c21	88	97	65	75	83	88	91	105
CC1(C)OC(=O)C(=Cc2ccc(F)cc2)C(=O)O1	102	107	78	96	102	102	103	101
CCN(CC)CCCCCCCNc1c2ccc(Cl)cc2nc2ccc(OC)cc12	-52*	-10*	-94*	-59*	-71*	-56*	-70*	-79*
CC(O)CN1CC(O)=C(c2nc3ccccc3s2)C1=N (stereo not drawn)	129	97	99	108	104	.	157	8.0*
NNC(=O)c1ccncc1	101&98	113&101	92&89	105&111	104&108	94&97	87&97	108
Next compounds.
SMILES	SF-295	SNB-19	SNB-75	SF-268	SF-539	PC-3	U251	HCC-2998
Cc1ccccc1Nc1cc(Cl)nc(N)n1	105	96	82	100	105	105	105	102
Clc1ccc(-c2ncc(-c3ccccc3)o2)cc1	99	96	86	97	95	100	89	110
N#C/C(=C\c1ccc2ccccc2n1)c1cc2ccccc2[nH]1	85	99	71	95	98	94	93	102
c1ccc(COC(CN2CCCCC2)c2ccccc2)cc1 (stereo not drawn)	97	101	80	107	113	92	94	101
O=C(NNC(=O)Nc1ccc(Cl)cc1)Nc1ccccc1	98	105	101	102	100	96	98	99
O=C(Nc1nnc(/C=C/c2ccccc2)s1)c1ccccc1	106	111	100	99	101	102	.	105
CCOC(=O)c1sc2nc(-c3cc(OC)c(OC)c(OC)c3)nc(N3CCOCC3)c2c1C	40	53	56	40	50	14	36	51
CN(C)CCNC(=O)c1cc2c3ccccc3[nH]c2c2ncccc12	39	66	36	63	57	50	72	58
N#CC1=C(Nc2ccccc2Cl)SC2(CCCC2)NC1=O	100&83	102	93&86	114	96&99	91&107	99	112&104
COc1ccc(N2CCN(C(CNC(=O)CC(C)(C)C)c3ccc4c(c3)OCO4)CC2)cc1 (stereo not drawn)	77	104	95	105	119	91	106	90
COc1ccc(/C=N\NC(=O)c2cc(-c3ccc(Cl)cc3)n(-c3ccc(OC)cc3)n2)cc1	92	85	76	92	99	79	91	103
CCCCCCCCCCCCCCCCSC(=S)N1CCCCC1	115	103	95	106	118	102	106	101
COc1ccc(-c2oc(=O)ccc2-c2cc(OC)c(OC)c(OC)c2)cc1O	-18*	23	-1.8*	25	-14*	38	23	211
O=C(/C=C/c1ccccc1)c1ccc(NC(=O)c2ccccc2CN2C(=O)c3ccccc3C2=O)cc1	88	93	79	93	93	96	105	100
COCCOc1cnc2ccn([C@H](C)c3nnc4c(F)cc(-c5cnn(C)c5)cn34)c(=O)c2c1	67	74	93	86	99	79	92	.
OCC1CCCCC1	97	93	89	107	101	99	111	94
CCOC(=O)[C@H](CCc1ccccc1)N[C@H]1CCc2ccccc2N(CC(=O)O)C1=O	118	100	78	96	92	75	86	56
CCOc1ccc(N=Cc2ccc([N+](=O)[O-])cc2)c(O)c1	82	93	108	100	105	79	.	112
C=C(C)[C@H]1C2=CC(C(=O)OC)=C(C[C@H](C(=C)C)[C@@H](O)[C@H]3O[C@@]34C(=O)O[C@@H]1[C@@H]4N(C)C)O2	102	101	101	102	95	102	99	103

Part of the list above, as labelled records.
> COCCOc1cnc2ccn([C@H](C)c3nnc4c(F)cc(-c5cnn(C)c5)cn34)c(=O)c2c1
  SF-295: 67 | SNB-19: 74 | SNB-75: 93 | SF-268: 86 | SF-539: 99 | PC-3: 79 | U251: 92 | HCC-2998: .

> OCC1CCCCC1
  SF-295: 97 | SNB-19: 93 | SNB-75: 89 | SF-268: 107 | SF-539: 101 | PC-3: 99 | U251: 111 | HCC-2998: 94

> CCOC(=O)[C@H](CCc1ccccc1)N[C@H]1CCc2ccccc2N(CC(=O)O)C1=O
  SF-295: 118 | SNB-19: 100 | SNB-75: 78 | SF-268: 96 | SF-539: 92 | PC-3: 75 | U251: 86 | HCC-2998: 56

> CCOc1ccc(N=Cc2ccc([N+](=O)[O-])cc2)c(O)c1
  SF-295: 82 | SNB-19: 93 | SNB-75: 108 | SF-268: 100 | SF-539: 105 | PC-3: 79 | U251: . | HCC-2998: 112

Taken from above.
`N#CC1=C(Nc2ccccc2Cl)SC2(CCCC2)NC1=O` in SNB-19 = 102
`CN(C)CCNC(=O)c1cc2c3ccccc3[nH]c2c2ncccc12` in SF-295 = 39

Outcome played no part in choosing rows (roughly 10% active in at least one column).
